# FBA Mtb inh: inhibitors of M. tuberculosis fructose-bisphosphate aldolase | P9WQA3 | purified M. tuberculosis FBA, fluorescence read-out | inhibition, % at 1 µM | actives 2.3% (n = 360,000); in the data active = inhibition above about 27%;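 note: 0% = vehicle and 100% = reference inhibitor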
# Target sequence (P9WQA3 whole entry, looked up): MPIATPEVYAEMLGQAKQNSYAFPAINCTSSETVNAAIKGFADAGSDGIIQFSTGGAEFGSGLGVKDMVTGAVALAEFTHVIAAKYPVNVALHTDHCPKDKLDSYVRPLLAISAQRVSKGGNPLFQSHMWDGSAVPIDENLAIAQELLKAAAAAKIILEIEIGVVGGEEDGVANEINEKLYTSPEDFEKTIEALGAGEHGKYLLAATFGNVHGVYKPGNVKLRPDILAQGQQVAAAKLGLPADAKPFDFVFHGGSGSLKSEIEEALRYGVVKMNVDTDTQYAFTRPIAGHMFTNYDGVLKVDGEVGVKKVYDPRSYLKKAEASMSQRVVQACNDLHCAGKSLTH
# DUSP3 inh: DUSP3 (human) phosphatase inhibition; P51452; inhibition, % at 13.3 µM; recombinant VHR phosphatase, pNPP absorbance; actives 0.52% (n = 290,000); in the data active = inhibition above about 50%; note: some compounds called inactive have numbers as strong as hits
# Target sequence (P51452 whole entry, looked up): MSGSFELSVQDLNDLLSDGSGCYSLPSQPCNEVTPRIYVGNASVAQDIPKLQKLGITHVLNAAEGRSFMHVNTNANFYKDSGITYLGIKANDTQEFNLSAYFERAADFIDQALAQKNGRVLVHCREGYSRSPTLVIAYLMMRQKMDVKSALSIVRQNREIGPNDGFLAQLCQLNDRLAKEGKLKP
# Mtb UGM inh: blocks M. tuberculosis UGM enzyme. AID 504406. P9WIQ1. inhibition, % at 10 µM. actives 0.06% (n = 320,000). purified UGM, fluorescence polarization probe displacement; in the data active = inhibition above about 10%, passing the limit was not always enough
# Vc quorum ag: induces V. cholerae light production without autoinducers | V. cholerae BH1578 lux reporter, luminescence, 6 h | activation, % at 18.7 µM | AID 588436 | actives 0.16% (n = 350,000); in the data active = activation mostly above about 9.7%, no sharp cut-off; note: not every result past the cut was called active; inactives centre near 0; reference of the scale not given here
# Rv3671c inh: Rv3671c (M. tuberculosis) protease inhibition | AID 2606 | P9WHR9 | actives 0.048% (n = 320,000) | inhibition, % at 5.96 µM; in the data active = inhibition above about 38%;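 note: extracellular domain of Rv3671c used as enzyme; 0% = enzyme with DMSO and 100% = no enzyme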
# Target sequence (P9WHR9 whole entry, looked up, the tested form may be a part): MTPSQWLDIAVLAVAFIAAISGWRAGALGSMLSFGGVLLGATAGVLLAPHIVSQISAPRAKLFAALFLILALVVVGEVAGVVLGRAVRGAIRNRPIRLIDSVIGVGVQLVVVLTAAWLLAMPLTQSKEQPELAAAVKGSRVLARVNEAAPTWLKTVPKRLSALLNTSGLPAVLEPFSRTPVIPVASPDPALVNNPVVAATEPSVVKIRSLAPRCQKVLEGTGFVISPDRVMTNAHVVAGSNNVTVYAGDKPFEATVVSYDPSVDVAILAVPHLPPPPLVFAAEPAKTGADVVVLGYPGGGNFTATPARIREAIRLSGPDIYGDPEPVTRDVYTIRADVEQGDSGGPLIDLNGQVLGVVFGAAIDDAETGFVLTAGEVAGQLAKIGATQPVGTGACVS
# Mtb BioA inh: BioA (M. tuberculosis) enzyme inhibition; actives 0.096% (n = 360,000); inhibition, % at 9.99 µM; purified M. tuberculosis BioA enzyme, plate reader; in the data active = inhibition above about 40%
# GDH-TPI counter: inhibits GDH-TPI coupling enzymes, artifact for Mtb FBA screen | AID 588335 | GDH-TPI coupled enzyme counterscreen, NADH absorbance | actives 1.2% (n = 360,000) | inhibition, % at 4.8 µM; in the data active = inhibition above about 30%;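 note: 0% = DMSO wells and 100% = wells lacking the enzyme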
# MazEF act: activators of E. coli MazEF toxin-antitoxin RNase; activation, % at 20 µM; actives 0.32% (n = 350,000); FAM/BHQ RNA-DNA oligo cleavage fluorescence, 5 h; in the data active = activation above about 50%
# Target sequence (P0AE70 whole entry, looked up): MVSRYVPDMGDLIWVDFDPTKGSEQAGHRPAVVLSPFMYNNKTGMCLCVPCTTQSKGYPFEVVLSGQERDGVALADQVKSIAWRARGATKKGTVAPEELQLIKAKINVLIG
# SARS 3CLpro inh: SARS-CoV 3CLpro protease inhibition; P0C6X7; recombinant SARS-CoV 3CLpro, quenched FRET peptide cleavage; inhibition, % at 6 µM; actives 0.14% (n = 290,000); AID 1706; in the data active = inhibition above about 12%
# SSB-PriA inh: blocks PriA binding to SSB C-terminal tail; inhibition, % at 33 µM; AlphaScreen SSBct-PriA binding, biotinylated peptide; AID 1272365; actives 0.6% (n = 430,000); in the data active = inhibition mostly above about 37%, no sharp cut-off; inactive = mostly below about 20%;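 note: plate controls were negative control peptide for no effect and reference peptide for full effect; strong numbers were not always called active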
# Active calls of the source: *; i = inactive; nt = no result given; + = active, no number. This is a subset, so the mix of outcomes need not match the whole.
no.	molecule	FBA Mtb inh	DUSP3 inh	Mtb UGM inh	Vc quorum ag	Rv3671c inh
1	C[C@H](NC(=O)OCc1ccccc1)C(=O)N[C@@H](Cc1c[nH]c2ccccc12)C(=O)O	0	nt	0.5	0.5	-5
2	COC(=O)c1[nH]c2cc(OC)c(OC)cc2c1NC(=O)CN1C[C@H]2C[C@@H](C1)c1cccc(=O)n1C2	37*	nt	0.5	-0.4	-5
3	COc1ccccc1-c1nc(S(=O)(=O)c2ccccc2)c(N2CCCCC2)o1	0	13	-2.0	-5.6	2
4	CCc1cc2c(SCC(=O)O)ncnc2s1	2	4	1.6	-0.2	3
5	c1ccc(NC2=NCCN2CC2CCC2)cc1	2	nt	-1.7	-0.3	19
6	Cc1cc(C(=O)Nc2ccccc2N2CCCCC2)no1	5	10	1.0	-0.3	6
7	CCOc1ccc2nc(SCC(=O)NCc3ccc4c(c3)OCO4)[nH]c2c1	-2	7	0.1	i	10
8	CCOC(=O)C1=C(C)N=c2s/c(=C\C(=O)OC)c(=O)n2C1c1ccc(OC)cc1 (configuration not stated)	1	-4	-0.9	-1.0	-8
9	O=C(CSc1nnc(-c2n[nH]c3ccccc23)n1-c1ccccc1)Nc1ccccc1Cl	1	4	0.9	-0.1	-25
10	Cc1cc(NC(=O)CSc2nc(=O)cc(N)n2-c2ccc(Cl)cc2)no1	1	14	1.6	i	6

no.	Mtb BioA inh	GDH-TPI counter	MazEF act	SARS 3CLpro inh	SSB-PriA inh
1	-0.5	0	1	nt	-16
2	0.4	11	5	nt	nt
3	-3.8	9	1	2	2
4	nt	10	1	2	-18
5	-0.6	5	5	nt	-9
6	0.6	6	-1	0	-11
7	0.4	4	-2	-8	6
8	-3.3	7	3	-5	nt
9	3.6	-5	4	2	10
10	-0.6	-3	-2	0	1

# The listing continues:
no.	molecule	FBA Mtb inh	DUSP3 inh	Mtb UGM inh	Vc quorum ag	Rv3671c inh
11	CCN(CC)c1ccc(/C=C2\CCC(/C=C(\C#N)C(=O)Nc3ccccc3F)=C2N2CCOCC2)cc1	-3	13	nt	-0.3	nt
12	Cc1cccc(-n2c(CNC(=O)c3ccccc3)nnc2SCC(=O)Nc2nccs2)c1	3	2	-3.7	-1.1	3
13	O=C(NCC1COCCO1)c1ccc(OC2CCN(CCc3ccccc3)CC2)cc1 (configuration not stated)	-1	-4	nt	-0.5	nt
14	N#Cc1ccsc1NC(=O)CN1CCN(c2ccccn2)CC1	2	24	-2.3	i	-6
15	CCCNC(=O)C(CC)NC(=O)c1ccc(C#N)cc1 (configuration not stated)	5	nt	0.3	-0.9	5
16	C#CCNC(=O)c1csc([C@@H]2O[C@H](CO)[C@@H](O)[C@H]2O)n1	0	nt	nt	i	nt
17	CCc1ccc(C(C(=O)NC2CCCC2)N(C(=O)/C=C/C(=O)Nc2cc(C)on2)c2ccccc2C)cc1 (configuration not stated)	5	5	-0.4	-0.6	15
18	CCOC(=O)C1=C(C)OC(N)=C(C#N)C1c1ccc(O)c(OC)c1 (configuration not stated)	-4	6	3.0	-5.0	-3
19	O=C(Cn1cnc2ccccc2c1=O)NCCC(=O)Nc1ccccc1C(F)(F)F	1	17	-0.9	-0.4	-3
20	Cc1cccn2cc(-c3c[nH]c4ccccc34)nc12	195*	17	-0.1	-0.4	9

no.	Mtb BioA inh	GDH-TPI counter	MazEF act	SARS 3CLpro inh	SSB-PriA inh
11	-1.6	2	44	1	14
12	-1.7	6	0	1	-3
13	0.3	1	0	-1	-6
14	-1.0	10	-6	1	-14
15	-1.4	4	13	nt	-10
16	-0.2	6	nt	nt	nt
17	nt	5	2	4	11
18	3.1	3	2	1	-3
19	-0.3	-1	1	3	3
20	4.3	4	6	-3	23

# More entries follow:
no.	molecule	FBA Mtb inh	DUSP3 inh	Mtb UGM inh	Vc quorum ag	Rv3671c inh
21	CC(=O)Nc1ccc(S(=O)(=O)N2CCCN(S(=O)(=O)c3ccc(C)cc3)CC2)cc1	-1	15	-0.4	-0.2	5
22	Cc1ccsc1C(=O)N1CCCC(CCC(=O)NCc2ccccc2F)C1 (configuration not stated)	0	22	-1.0	-1.1	-7
23	COCCNC(=O)c1c(NC(=O)c2ccco2)n(Cc2ccccc2)c2nc3ccccc3nc12	75*	28	0.5	nt	-7
24	CNc1oc(-c2ccccc2)nc1C#N	181*	-11	0.4	i	0
25	NS(=O)(=O)c1ccc(CCNC(=O)CN2CCN(c3cccc(Cl)c3)CC2)cc1	0	5	1.7	-0.3	7
26	COc1ccc2[nH]c(=O)c(CN(C(=O)c3cccnc3)c3ccccc3OC)cc2c1	15	5	-1.2	-0.3	1
27	CCOC(=O)C1CCN(C(=O)Cc2c(C(=O)O)n(CC)c3ccccc23)CC1	7	2	3.1	-0.4	1
28	CC(C)Cc1nnc(NC(=O)c2cc(-c3ccccc3)nc3ccccc23)s1	-2	10	-0.9	i	2
29	O=C(Cc1c(F)cccc1Cl)NC1CCN(Cc2ccccc2)CC1	2	1	-5.0	-0.7	4
30	O=C(Nc1ccccc1F)c1ccco1	0	27	0.7	-0.3	3

no.	Mtb BioA inh	GDH-TPI counter	MazEF act	SARS 3CLpro inh	SSB-PriA inh
21	6.0	0	11	1	0
22	nt	-5	6	1	-2
23	0.4	5	-5	-3	nt
24	0.5	0	0	-5	6
25	nt	4	-2	1	-4
26	-2.4	13	-1	2	-7
27	-0.2	8	2	3	-1
28	-0.4	28	-3	3	-11
29	-2.1	1	1	-3	-8
30	-0.6	0	-8	-2	-1

# Next section:
no.	molecule	FBA Mtb inh	DUSP3 inh	Mtb UGM inh	Vc quorum ag	Rv3671c inh
31	COc1cc(C(=O)NCc2ccc3c(c2)OCO3)c([N+](=O)[O-])cc1OC	-1	8	-1.8	-0.6	2
32	Cc1ccc(-c2nc3ccccc3s2)cc1NC(=S)NC(=O)c1cccc2ccccc12	-2	-16	-1.9	i	-10
33	CCCn1nc(C(=O)OCC(=O)Nc2ncc(Cl)c(C)c2Cl)c2ccccc2c1=O	-3	16	0.4	0.0	1
34	CCOc1ccc(NC(=S)N(CCCN2CCOCC2)Cc2cn(C)c3ccccc23)cc1	1	26	2.5	-0.3	-5
35	CN(C)CCOC(=O)COc1ccc(Cl)cc1	0	nt	-0.8	-0.1	2
36	CCc1cc(=O)oc2cc(C)cc(OC(C)C(=O)O)c12 (configuration not stated)	176*	5	-1.7	i	7
37	Cc1cccc(C)c1Nc1nnc(SCC(=O)NCc2cccs2)s1	-4	-4	1.6	-0.2	0
38	CCOC(=O)Cc1c(C)nc(Cc2ccc(OC(C)C)cc2)[nH]c1=O	1	-3	3.1	-0.2	6
39	CCn1cc(C=C2C(=O)N(C)C(=O)N(C)C2=O)c2ccccc21	-2	6	0.6	-0.3	-10
40	Cc1ccc2c(c1)N(C(=O)CSc1nncn1C)C(C)(C)c1ssc(=S)c1-2	-6	22	1.3	i	3

no.	Mtb BioA inh	GDH-TPI counter	MazEF act	SARS 3CLpro inh	SSB-PriA inh
31	-0.6	25	13	-3	-15
32	nt	4	-14	3	-24
33	1.5	6	2	0	-2
34	-0.3	16	2	2	12
35	0.3	13	-1	nt	-5
36	-1.7	17	-11	0	-6
37	-0.1	0	-6	-2	3
38	-0.7	2	-3	0	-6
39	1.5	12	-212	-2	7
40	2.8	3	1	5	50

# The list goes on:
no.	molecule	FBA Mtb inh	DUSP3 inh	Mtb UGM inh	Vc quorum ag	Rv3671c inh
41	Cc1c(C#N)c2ccccc2n1CC(=O)NCC1CCCO1 (configuration not stated)	1	22	0.5	i	-8
42	Cc1nn(CCCC(=O)NCc2ccco2)c(=O)c2nn(-c3ccccc3)c(C)c12	0	11	0.4	-0.4	-4
43	COc1ccc(NC(NC(=O)c2cccnc2)C(Cl)(Cl)Cl)cc1 (configuration not stated)	4	2	0.3	0.2	4
44	COc1cnc(N(C)C)nc1Sc1ccc(Cl)cc1	13	20	0.4	0.5	-4
45	C/C(=N\NC(N)=O)C1(C)CCCCC1	1	8	1.1	-0.5	0
46	COC(=O)Cn1c(CN2CCOCC2)nc2c1c(=O)n(C)c(=O)n2C	-2	21	1.0	-0.2	-6
47	CC(=O)Nc1ccc2c(COC(=O)[C@@H](NS(=O)(=O)c3ccc(C)cc3)C(C)C)cc(=O)oc2c1	+	nt	0.8	-2.9	-6
48	Cn1c(CNC(=O)c2ccco2)nnc1SCC(=O)c1ccc(F)cc1	1	16	2.6	-0.3	-12
49	CC(=O)NCCc1ccc(S(=O)(=O)NC2OC(=O)c3ccccc32)cc1 (configuration not stated)	1	22	-0.1	-0.7	-2
50	O=C(NCC12CC3CC(C1)CC(CNC(=O)N1CCCC1)(C3)C2)N1CCCC1	2	14	0.9	i	5

no.	Mtb BioA inh	GDH-TPI counter	MazEF act	SARS 3CLpro inh	SSB-PriA inh
41	-0.6	7	-1	6	0
42	6.6	-4	10	-4	5
43	nt	6	0	-4	15
44	3.8	8	-4	-5	-16
45	0.9	14	-9	1	nt
46	-0.5	1	-1	-5	-2
47	-0.2	23	11	nt	-7
48	2.5	-2	3	-3	-15
49	nt	5	6	6	-5
50	nt	10	-4	-4	-13

# The results go on.
no.	molecule	FBA Mtb inh	DUSP3 inh	Mtb UGM inh	Vc quorum ag	Rv3671c inh
51	O=C(COC(=O)COc1ccc2ccccc2c1)NCC(F)(F)F	4	-14	4.7	i	4
52	O=C(NC(=S)Nc1ccccc1Cl)c1cncc(Br)c1	0	16	1.8	i	3
53	COc1ccccc1NS(=O)(=O)c1ccc(C(=O)NCC(c2ccco2)N2CCCCC2)cc1 (configuration not stated)	5	nt	nt	-13	nt
54	COCCN(C(=O)CSCC(=O)Nc1ccc(C)cc1)c1c(N)n(CC(C)C)c(=O)[nH]c1=O	4	nt	-0.9	i	0
55	COC(=O)c1ccccc1NC(=O)C1CC(=O)N(c2ccc(F)cc2)C1 (configuration not stated)	1	-19	-2.8	-0.4	-2
56	CCNc1nc(NC(C)C)nc(N(C)C#N)n1	2	-2	-2.0	0.1	6
57	CC1(C2CC2)NC(=O)N(CC(=O)Nc2ccc(SC(F)F)cc2)C1=O (configuration not stated)	-2	nt	0.0	i	-4
58	O=C(NNC(=O)C(O)(c1ccccc1)c1ccccc1)C1CC1	1	18	0.9	-1.3	15

no.	Mtb BioA inh	GDH-TPI counter	MazEF act	SARS 3CLpro inh	SSB-PriA inh
51	1.5	4	16	2	2
52	-2.2	1	0	1	-18
53	-1.3	8	3	nt	2
54	1.1	2	-2	nt	4
55	2.6	0	11	5	-1
56	-1.1	15	8	1	-11
57	2.9	-3	2	nt	1
58	nt	-5	2	3	-10

# Structural class: the compounds so far with a Cl atom
no.	molecule	FBA Mtb inh	DUSP3 inh	Mtb UGM inh	Vc quorum ag	Rv3671c inh
9	O=C(CSc1nnc(-c2n[nH]c3ccccc23)n1-c1ccccc1)Nc1ccccc1Cl	1	4	0.9	-0.1	-25
10	Cc1cc(NC(=O)CSc2nc(=O)cc(N)n2-c2ccc(Cl)cc2)no1	1	14	1.6	i	6
25	NS(=O)(=O)c1ccc(CCNC(=O)CN2CCN(c3cccc(Cl)c3)CC2)cc1	0	5	1.7	-0.3	7
29	O=C(Cc1c(F)cccc1Cl)NC1CCN(Cc2ccccc2)CC1	2	1	-5.0	-0.7	4
33	CCCn1nc(C(=O)OCC(=O)Nc2ncc(Cl)c(C)c2Cl)c2ccccc2c1=O	-3	16	0.4	0.0	1
35	CN(C)CCOC(=O)COc1ccc(Cl)cc1	0	nt	-0.8	-0.1	2
43	COc1ccc(NC(NC(=O)c2cccnc2)C(Cl)(Cl)Cl)cc1 (configuration not stated)	4	2	0.3	0.2	4
44	COc1cnc(N(C)C)nc1Sc1ccc(Cl)cc1	13	20	0.4	0.5	-4
52	O=C(NC(=S)Nc1ccccc1Cl)c1cncc(Br)c1	0	16	1.8	i	3

no.	Mtb BioA inh	GDH-TPI counter	MazEF act	SARS 3CLpro inh	SSB-PriA inh
9	3.6	-5	4	2	10
10	-0.6	-3	-2	0	1
25	nt	4	-2	1	-4
29	-2.1	1	1	-3	-8
33	1.5	6	2	0	-2
35	0.3	13	-1	nt	-5
43	nt	6	0	-4	15
44	3.8	8	-4	-5	-16
52	-2.2	1	0	1	-18

# Screens from PubChem.
